Assay outcomes as filed in PubChem BioAssay.
BoNT-A LC inh2: inhibitors of Botulinum neurotoxin A light chain protease | multiplex microsphere protease substrate cleavage, flow cytometry | inhibition, % at 10 µM | 360,000 tested, 0.17% active | AID 588499; further: plate controls were buffer without enzyme for full effect and enzyme alone for no effect
PfHsp40 rescue: rescue of PfHsp40-mediated yeast toxicity; growth rescue, % at 12.5 µM; S. cerevisiae expressing PfHsp40, growth rescue, ATP luminescence; AID 504582; 340,000 tested, 0.68% active; in the data active means growth rescue above about 28%, passing the limit was not always enough;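 further: yeast W303a lacking pdr1 and pdr3 grown in galactose medium; growth measured after three days at 30 °C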
GDH-TPI inh: inhibits GDH-TPI coupling enzymes, artifact for Mtb FBA screen; 360,000 tested, 1.2% active; AID 588335; inhibition, % at 4.8 µM; GDH-TPI coupled enzyme counterscreen, NADH absorbance; in the data active means inhibition above about 30%;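 further: 0% = DMSO wells and 100% = wells lacking the enzyme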
BioA inh: blocks M. tuberculosis BioA enzyme activity; purified M. tuberculosis BioA enzyme, plate reader; inhibition, % at 9.99 µM; 360,000 tested, 0.096% active; in the data active means inhibition above about 40%
FadD28 binding: M. tuberculosis FadD28 bisubstrate binding inhibition | FadD28 bisubstrate probe binding, fluorescence polarization | inhibition, % at 12.5 µM | 360,000 tested, 0.22% active; in the data active means inhibition above about 8.5%, passing the limit was not always enough
BoNT F protease: BoNT F light chain protease inhibition | Multiplex microsphere protease cleavage assay, flow cytometry | 360,000 tested, 0.22% active | inhibition, % at 10 µM; in the data active means inhibition above about 35%, passing the limit was not always enough; further: plate controls were buffer without enzyme for full effect and enzyme alone for no effect
Anthrax LF inh2: inhibitors of Bacillus anthracis lethal factor protease; inhibition, % at 10 µM; multiplex microsphere protease cleavage assay, LF; 360,000 tested, 0.12% active; P15917; AID 588501; further: plate controls were buffer without enzyme for full effect and enzyme alone for no effect
UGM FP inh: inhibitors of M. tuberculosis UDP-galactopyranose mutase; P9WIQ1; purified UGM, fluorescence polarization probe displacement; inhibition, % at 10 µM; 320,000 tested, 0.06% active; in the data active means inhibition above about 10%, passing the limit was not always enough
Target sequence (P9WIQ1 whole entry, looked up): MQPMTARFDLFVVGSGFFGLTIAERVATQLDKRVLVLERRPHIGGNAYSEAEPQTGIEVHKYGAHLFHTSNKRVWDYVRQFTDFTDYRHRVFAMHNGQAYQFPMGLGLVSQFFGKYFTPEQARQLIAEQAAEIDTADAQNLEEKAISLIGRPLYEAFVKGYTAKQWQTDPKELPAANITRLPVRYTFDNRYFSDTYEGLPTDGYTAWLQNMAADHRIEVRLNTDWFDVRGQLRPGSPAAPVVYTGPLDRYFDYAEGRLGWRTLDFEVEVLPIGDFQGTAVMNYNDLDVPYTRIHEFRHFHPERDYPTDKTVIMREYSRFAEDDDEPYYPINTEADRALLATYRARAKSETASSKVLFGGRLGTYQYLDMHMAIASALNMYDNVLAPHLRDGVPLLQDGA
FBA Mtb inh: inhibitors of M. tuberculosis fructose-bisphosphate aldolase | P9WQA3 | purified M. tuberculosis FBA, fluorescence read-out | inhibition, % at 1 µM | 360,000 tested, 2.3% active | AID 588726; in the data active means inhibition above about 27%;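 further: 0% = vehicle and 100% = reference inhibitor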
Target sequence (P9WQA3 whole entry, looked up): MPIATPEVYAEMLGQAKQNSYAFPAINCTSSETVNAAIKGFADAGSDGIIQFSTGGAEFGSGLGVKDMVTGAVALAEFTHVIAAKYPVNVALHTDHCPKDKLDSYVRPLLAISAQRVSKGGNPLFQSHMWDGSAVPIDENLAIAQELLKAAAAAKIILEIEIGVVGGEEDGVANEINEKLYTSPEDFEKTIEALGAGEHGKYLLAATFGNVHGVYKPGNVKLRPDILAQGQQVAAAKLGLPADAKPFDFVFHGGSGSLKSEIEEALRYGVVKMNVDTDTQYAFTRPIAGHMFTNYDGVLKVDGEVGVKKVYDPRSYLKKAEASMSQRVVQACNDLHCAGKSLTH
Active calls of the source: *; · = not tested or not shown; + = active, no number. Unless noted, no stated cut-off is given here; in the data, active means inhibition above about 30%; inconclusive means no clear call, values can overlap the other calls; inactive means below that.

Every second line gives: FBA Mtb inh, GDH-TPI inh, Anthrax LF inh2, BoNT F protease, PfHsp40 rescue, BioA inh, UGM FP inh, BoNT-A LC inh2, FadD28 binding
> CCOC(=O)C1CCCN(C(=O)c2ccccc2OC(F)(F)F)CC1 (stereo unspecified)
 : 2.6, 3.1, -1.2, 1.8, ·, 1.6, ·, -0.2, -2.9
> O=c1cc(-c2ccc(Br)cc2)[nH][nH]1
 : -4.3, -2.2, -2.2, -2.4, ·, ·, -1.3, -0.2, -1.3
> CCOc1ccc(-c2nnc(SCC(=O)NC(C)(C)C)nc2-c2ccc(OCC)c(OC)c2)cc1OC
 : -5.0, 3.5, -19.3, -24.2, 1.2, 7.2, 2.7, 7.9, -1.6
> O=C(COc1ccccc1C(=O)O)Nc1nc2ccc([N+](=O)[O-])cc2s1
 : 0.1, 22.5, 1.2, -0.5, -0.4, 3.2, -1.8, 0.3, -3.9
> O=C(COC(=O)/C=C/c1cccc(Br)c1)NC1CC1
 : 1.1, -1.9, ·, ·, -1.5, -1.6, -3.5, ·, -0.1
> CC(=O)O[C@@H]1CC[C@]2(C)C3CC[C@@]4(C)C(C[C@@H](O)[C@@H]4O)C3[C@@H](OC(C)=O)C[C@H]2C1 (stereo partly specified)
 : 3.4, -8.7, -4.1, -1.2, -2.4, ·, 0.2, -0.1, -1.6
> COCN(C#N)c1nc(N(C)C)nc(N(C)C)n1
 : 1.4, -9.6, -9.7, 0.3, -0.9, ·, -0.2, -1.0, -2.8
> CC(=O)NC12CC3CC(C1)CC(C(=O)Nc1c(C)n(C)n(-c4ccccc4)c1=O)(C3)C2
 : -0.9, -0.3, 1.7, -1.0, -0.3, -1.4, 1.8, 1.0, -2.7
> CC1CCN(c2nc3c(=O)[nH]c(N)nc3n2[C@@H]2O[C@H](CO)[C@@H](O)[C@H]2O)CC1
 : 2.2, 3.9, -3.8, 12.2, -0.2, -4.1, 0.2, -4.1, -0.7
> O=C(CN1CCCC1)N1CCCc2ccccc21
 : 2.1, 5.0, 2.1, 3.5, 0.7, -0.1, 3.2, 0.7, -2.7
> O=c1c2c3c(sc2n(CCN2CCCC2)c(=O)n1Cc1ccccc1)CCCCC3
 : -0.8, 0.7, -0.9, -2.9, ·, -1.3, -0.9, 0.3, -2.6
> S=C1NC(c2cccs2)=CC(c2ccc(Br)cc2)N1 (stereo unspecified)
 : -0.5, 4.5, -1.0, -11.4, 0.6, 1.2, 2.6, -1.2, -0.6
> CCOC(=O)CC(N)c1ccc(OC)cc1 (stereo unspecified)
 : -7.3, 6.8, 2.8, 10.7, -1.8, -5.5, 0.8, 0.5, 0.4
> COc1cccc(C(=O)N2CCN(C(=O)c3cccc(F)c3)CC2)c1
 : 2.7, 6.0, -1.5, -15.3, -1.2, 0.2, -0.4, -0.2, -0.9
> CC1CN(C2CCN(S(=O)(=O)c3ccc4ccccc4c3)CC2)CC(C)O1 (stereo unspecified)
 : 1.7, 1.4, 9.5, 1.7, 0.1, -0.7, -2.3, 1.5, -2.4
> CC1CN1P(=O)(Oc1ccc2ccccc2c1)N1CC1C (stereo unspecified)
 : 2.0, 5.3, -0.6, 3.3, 0.5, ·, ·, -0.4, -2.2
> CCOc1cc(CNCC2CCCO2)cc(Br)c1OCC(N)=O (stereo unspecified)
 : 1.7, 12.1, -8.3, -6.7, 0.9, -0.7, 1.4, -1.6, -0.6
> CCOc1ccc(N2C(=O)C3Sc4[nH]c(=O)sc4C(/C=C/c4ccccc4)C3C2=O)cc1 (stereo unspecified)
 : -4.4, 3.0, -0.3, -8.1, -0.9, -2.8, 2.2, 0.9, 4.4
> Cc1nc2ccc(S(=O)(=O)N(C)CC(=O)NCCc3ccccc3)cc2s1
 : 2.5, 3.1, 1.1, -3.5, 0.1, -0.9, 2.4, 1.6, -0.7
> COCCCn1c(N)c(C(=O)OC(C)COC)c2nc3ccccc3nc21 (stereo unspecified)
 : +, 16.5, -0.7, -1.5, -0.9, -0.1, 3.1, 0.8, -3.2
> COc1cccc(-c2cnc(C(O)c3cccc(C)c3C)[nH]2)c1 (stereo unspecified)
 : 1.7, 3.6, -1.1, -7.3, ·, 0.2, ·, 0.1, -0.1
> CC(C)CNc1nc(NC(C)(C)C)nc(Oc2ccc(=O)[nH]n2)n1
 : 5.3, 9.8, 3.1, -0.9, -0.1, -1.6, -1.2, -0.3, -0.5
> COCCNc1nc(NCc2ccccc2F)c2sccc2n1
 : 2.8, 3.1, -9.2, -2.1, ·, 2.5, ·, -0.2, -1.8
> COc1cc(NC(=O)CCc2nnc3ccc(N4CCCC4)nn23)cc(OC)c1OC
 : -1.5, 2.6, 0.2, -0.2, 1.0, -0.1, 0.7, 0.1, 0.6
> C[C@H](NC(=O)[C@@H]1CCC(=O)N1Cc1ccco1)c1ccccc1
 : 1.9, 0.6, 0.3, -4.6, 0.1, ·, 0.1, -1.5, -0.9
> COc1ccc(CC(=O)NNS(=O)(=O)c2ccccc2)cc1OC
 : 2.4, -1.9, -1.6, 0.0, -0.8, ·, 3.2, -1.1, 0.4
> COc1ccc(CN(CC2CCC(C(=O)O)CC2)C(=S)Nc2cc(C)cc(C)c2)cc1 (stereo unspecified)
 : 1.0, 4.1, -2.4, -3.8, 1.0, 1.3, 2.8, -0.3, -2.7
> O/N=C\c1ccc2noc(-c3ccc(Cl)cc3)c2c1
 : -2.1, 7.1, -7.4, -10.5, -0.4, -1.2, -0.8, -0.4, ·
> CCCC(c1nnnn1Cc1cccs1)N1CCN(c2ccc(OC)cc2)CC1 (stereo unspecified)
 : -7.9, -7.1, 0.1, -4.6, -0.5, 2.3, -0.4, -0.4, -3.2
> Cc1nc2ccc(NC(=O)c3nn(C(C)C)c(=O)c4ccccc34)cc2s1
 : 6.0, -3.7, -0.5, -3.0, 2.0, 0.2, 0.1, -0.3, -2.0
> CCOc1ccc(C(=O)NCc2ccco2)cc1OC
 : -0.5, -6.0, 6.7, 2.0, -0.7, 0.6, 0.7, 0.8, -2.2
> CCCOC(=O)c1ccc(OCC(O)CN2C(=O)NC(C)(C)C2=O)cc1 (stereo unspecified)
 : -0.7, 8.7, 6.7, 1.1, 1.6, ·, 1.7, -0.2, -0.2
> Cc1ccc(CN2CCN(Cc3nc(C(C)C)cs3)CC2CCO)cc1 (stereo unspecified)
 : 0.8, 5.1, 0.5, -1.9, -2.2, ·, 4.4, -0.8, -3.5
> O=Cc1ccc(OC(=O)c2cccnc2)cc1
 : -0.9, 5.2, -1.0, -7.2, -0.1, -0.9, 1.3, -0.8, -1.0
> N#Cc1ccc(NC(=O)COC(=O)C2Cc3ccccc3CN2C(=O)c2ccccc2)cc1 (stereo unspecified)
 : 1.9, 6.0, 1.8, 2.7, 1.1, ·, 0.0, -0.3, -3.9
> O=C(CSc1nc2ccsc2c(=O)n1-c1ccccc1)N1CCCC1
 : -1.2, 2.0, -4.9, 12.4, 1.1, 5.1, -4.4, -0.7, -0.6
> CCn1c(=O)n(CC)c2cc(NS(=O)(=O)c3ccccc3)ccc21
 : -2.6, -1.1, 0.3, 2.8, -0.5, 0.0, 1.2, -1.2, -4.3
> COc1ccc2c(c1)OC[C@H]1[C@H]2N2C(=O)c3cc(OC)c(OC)cc3NC(=O)[C@@]2(C)[C@H]1c1ccccc1
 : -1.0, 8.5, -0.7, -5.1, 43.7*, -1.8, 0.2, -0.1, -9.5
> Cc1ccc2c(c1)[C@H]1[C@H](CO2)[C@H](c2ccccc2)[C@]2(C)C(=O)N(CC3CCCO3)CC(=O)N12 (stereo partly specified)
 : 0.3, 4.1, -7.7, -5.7, -1.0, -3.5, 0.5, 0.7, -2.0
> COc1ccc(C(=O)CSc2nnc(-c3cc4ccccc4cc3O)n2Cc2ccco2)cc1
 : 2.9, -1.9, -3.7, -5.6, 8.0, -1.1, 0.6, -1.3, -5.3
> O=C(CC12CC3CC(CC(C3)C1)C2)NCc1ccccc1
 : 2.0, -2.9, 15.0, 30.8, -0.6, -1.4, -1.9, 0.7, 0.9
> COc1ccc(COc2cc(-c3cccc(OC)c3)nc3ccc(NC(=O)c4ccc(OC)cc4)cc23)cc1
 : 17.4, 27.5, -6.0, 8.0, -0.3, -1.0, 0.6, 0.3, -6.7
> CCc1ccccc1NC(=S)N(CCN1CCOCC1)Cc1ccccc1F
 : 3.2, 0.6, 1.2, -3.4, -0.5, ·, -2.2, -0.5, -1.3
> Cc1cccc(N2C(=O)C(O)=C(C(=O)c3cccs3)C2c2ccc(F)cc2)n1 (stereo unspecified)
 : -0.4, 3.1, -1.0, 1.0, -0.8, -1.3, 1.4, 0.4, -2.5
> O=C(NCCc1ccccc1)C1CCC(CNS(=O)(=O)c2ccc(F)cc2)CC1 (stereo unspecified)
 : 1.5, 7.4, -1.3, 0.7, -0.5, -0.2, -1.3, 0.6, -4.6
> Cc1ccc(S(=O)(=O)/N=C(\N)Nc2nc(C)c3ccccc3n2)cc1
 : 2.5, 6.2, -0.2, -1.4, -0.4, ·, 0.7, -0.4, -2.0
> CCN(CC(=O)NCc1ccc(Cl)cc1)C(=O)CCOc1ccc(C)cc1
 : 5.0, -0.7, -6.7, 2.7, 1.0, 1.3, 1.4, 2.5, -1.7
> CC(C)(c1ccc(O)cc1)c1ccc(O)c(C(=O)O)c1
 : 61.2*, 0.0, 3.1, -0.2, ·, 0.2, ·, 0.4, -16.5
> Clc1ccc(-n2nnnc2-c2ccno2)cc1
 : 2.7, 1.5, -6.2, -0.6, ·, 0.6, -0.5, 0.9, -1.5
> O=C(Nc1ccn(C2CC(OC(=O)c3ccccc3)C(CO)O2)c(=O)n1)c1ccccc1 (stereo unspecified)
 : 0.6, -3.2, -5.8, -1.0, 0.5, -0.5, -1.7, 0.1, -3.2
> O=C1CN(C(=O)COC(=O)CCS(=O)(=O)c2ccccc2)c2ccccc2N1
 : 1.1, -1.4, -0.4, -0.9, 0.3, 0.7, 0.3, -0.8, -3.0
> CC(C)c1ccc(NC(=O)CNCC(c2ccccc2)N(C)C)cc1 (stereo unspecified)
 : 0.9, -4.0, 2.5, -9.3, -1.1, 1.5, -0.4, -1.5, -5.2
> CC(C)CC(N)c1csc(NC(=O)c2cc(C(C)(C)C)nn2Cc2ccccc2)n1 (stereo unspecified)
 : 0.9, 16.4, -6.7, -25.1, ·, -2.1, ·, 0.3, -9.5
> CCOC(=O)c1c(C)[nH]c(C)c1C(=O)CSc1nc2ccccc2c(=O)n1-c1ccc(CC)cc1
 : -0.4, 5.0, -2.1, -5.2, 0.2, ·, -1.4, -1.2, -5.3
> Cn1c(=O)c2cc(S(=O)(=O)NCCC(=O)NCc3ccccc3Cl)ccc2n(C)c1=O
 : 2.8, 3.4, 1.4, 2.2, -1.6, -4.6, 0.8, -0.4, -2.2

Two of the compounds above, tab-delimited:
structure	FBA Mtb inh	GDH-TPI inh	Anthrax LF inh2	BoNT F protease	PfHsp40 rescue	BioA inh	UGM FP inh	BoNT-A LC inh2	FadD28 binding
CCOC(=O)c1c(C)[nH]c(C)c1C(=O)CSc1nc2ccccc2c(=O)n1-c1ccc(CC)cc1	-0.4	5.0	-2.1	-5.2	0.2	·	-1.4	-1.2	-5.3
Cn1c(=O)c2cc(S(=O)(=O)NCCC(=O)NCc3ccccc3Cl)ccc2n(C)c1=O	2.8	3.4	1.4	2.2	-1.6	-4.6	0.8	-0.4	-2.2

Some values from above:
FadD28 binding result of O=Cc1ccc(OC(=O)c2cccnc2)cc1 → -1.0
GDH-TPI inh result of COc1ccc(C(=O)CSc2nnc(-c3cc4ccccc4cc3O)n2Cc2ccco2)cc1 → -1.9
Anthrax LF inh2 result of O=C(CSc1nc2ccsc2c(=O)n1-c1ccccc1)N1CCCC1 → -4.9

Not a hit list. Share with any hit: about 4.7%.
